Epigenetic derep: epigenetic control regulation, reporter derepression; murine LDR cells, GFP reporter derepression, 30 h; 0.2% of 280,000 active; Potency, µM (series often up to 53.9 µM), for inactives: at the highest dose GFP activation, actives largely listed as activators; note: % of control where 0% means no effect; nearly all actives have a fitted effect of over 60% in size
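Reporter derepression read as number of fluorescent GFP-positive objects, 20-120 um in size, counted by laser-scanning cytometer. Mouse LDR line with an epigenetically silenced CMV-GFP locus; compound incubation 30 h, 37 C.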
Luc counter: counter-screen: inhibitors of Kinase-Glo firefly luciferase; Q27757; Kinase-Glo luciferase, ATP luminescence, 8 min; Potency, µM (titrated, usually from 38.3 µM), inactives show at the highest dose activity change, negative = inhibition, usual class: inhibitors; 0.28% of 200,000 active; note: % is set by controls: 0 for no effect and ±100 for the full control effect; nearly all actives have a fitted effect of over 60% in size
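Compounds were added to a substrate mix at pH 7.2 (50 mM imidazole, 10 uM ATP, within the enzyme's linear range), followed by Kinase-Glo detection reagent; luminescence was measured after 8 minutes at ambient temperature.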
KDM4E inh: blocks human JMJD2E demethylase activity; JMJD2E catalytic domain, FDH-coupled NADH fluorescence (FDH is formaldehyde dehydrogenase); 1.6% of 230,000 active; B2RXH2; Potency, µM (doses to about 57.1 µM), for inactives: at the highest dose activity change, negative = inhibition, actives largely listed as inhibitors; active = well fitted inhibition curve with a large enough effect, not every such curve was filed as active; inconclusive = small, poorly fitted or top-dose-only effect, or another doubt; inactive = no such curve, though single readings can be large or run the other way;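 note: 0% = wells with enzyme and -100% = buffer wells without enzyme; nearly all actives have a fitted effect of over 50% in size; many of its hits are not listed in these tables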
Target sequence (B2RXH2 1-337 limits assumed): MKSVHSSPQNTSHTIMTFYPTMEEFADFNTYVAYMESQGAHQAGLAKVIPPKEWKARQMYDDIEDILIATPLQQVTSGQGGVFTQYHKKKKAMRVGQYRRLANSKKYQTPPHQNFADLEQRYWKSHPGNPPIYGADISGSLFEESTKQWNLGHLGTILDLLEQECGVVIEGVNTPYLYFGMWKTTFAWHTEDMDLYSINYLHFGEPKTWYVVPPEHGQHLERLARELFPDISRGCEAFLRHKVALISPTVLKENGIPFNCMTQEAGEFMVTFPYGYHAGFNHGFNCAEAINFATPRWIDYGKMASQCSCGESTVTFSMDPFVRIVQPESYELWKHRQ
SMN2 splice enh: SMN2 splice variant enhancement; 2.8% of 210,000 active; HEK293 SMN2-luciferase splicing reporter, luminescence, 30-36 h; Potency, µM (series often up to 46.1 µM), inactives show at the top dose activity change, positive = activation, most hits filed as activators; AID 1458; note: % of control where 0% means no effect; nearly all actives have a fitted effect of over 55% in size
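HEK293 cells carry an SMN2 minigene-luciferase reporter in which exon 7 inclusion puts luciferase in frame. Cells were seeded at 2000 cells/well, attached for 10-12 hours, then exposed to compounds for 30-36 hours at 37C before ONE-Glo luminescence.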
RECQ1 inh: RECQ1 (human) helicase inhibition. RECQ1 DNA unwinding, red fluorescence kinetic read. Potency, µM (highest dose often 57.3 µM), for the others: at the highest dose activity, negative = inhibition, actives largely listed as inhibitors. 0.54% of 240,000 active;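 note: plate controls were vehicle for no effect and no enzyme for full effect; nearly all actives have a fitted effect of over 30% in size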
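50 nM RECQ1T1 preincubated 15 min with compound in Tris pH 8.0 buffer with MgCl2, DTT, Tween-20 and 2.5 ug/ml poly(dI-dC); started with 200 nM TAMRA/BHQ-2 forked duplex and 2 mM ATP. Unwinding read as fluorescence (525/598 nm), two reads 2 h apart.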
RGS12 GoLoco inh: inhibitors of human Gai1-RGS12 GoLoco interaction (red fluorophore). Potency, µM (highest dose often 61.6 µM), for inactives: at the highest dose activity, negative = inhibition, hits mostly inhibitors. 0.44% of 230,000 active. Gai1:RGS12 GoLoco peptide FP, rhodamine, 10 min. P63096; active = well fitted inhibition curve with a large enough effect, not every such curve was filed as active; inactive = no such curve, though single readings can be large or run the other way; note: % is set by controls: 0 for no effect and ±100 for the full control effect; nearly all actives have a fitted effect of over 30% in size; many of its hits are not listed in these tables
Target sequence (P63096 whole entry, looked up): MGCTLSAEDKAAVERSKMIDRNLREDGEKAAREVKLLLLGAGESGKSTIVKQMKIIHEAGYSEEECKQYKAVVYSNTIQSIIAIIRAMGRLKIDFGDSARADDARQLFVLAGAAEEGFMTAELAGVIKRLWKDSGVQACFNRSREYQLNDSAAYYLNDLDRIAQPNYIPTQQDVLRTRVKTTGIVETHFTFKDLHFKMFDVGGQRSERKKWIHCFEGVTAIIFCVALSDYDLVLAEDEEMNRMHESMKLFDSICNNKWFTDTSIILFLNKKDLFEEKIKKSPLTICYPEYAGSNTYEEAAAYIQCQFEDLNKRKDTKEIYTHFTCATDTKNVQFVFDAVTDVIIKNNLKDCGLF
NPSR antag: antagonists of human neuropeptide S receptor cAMP signaling; Q6W5P4; CHO-NPSR cells, cAMP TR-FRET, antagonist mode; Potency, µM (highest dose often 38.3 µM), inactives show at the top dose activity change, negative = inhibition, hits mostly inhibitors; 1% of 220,000 active; note: % is set by controls: 0 for no effect and ±100 for the full control effect; nearly all actives have a fitted effect of over 50% in size; many of its hits are not listed in these tables
IMPase Li inh: IMPase inhibition in cells with lithium potentiation; CHO-M1 cells, IP1 TR-FRET (IP-One), carbachol + lithium; Potency, µM (highest dose often 59.4 µM), for inactives: top-dose activity, negative = IMPase inhibition, actives largely listed as inhibitors; 0.35% of 210,000 active; AID 1457;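 note: IP1 builds up when IMPase is blocked and the TR-FRET signal falls; plate controls were basal vehicle for no effect and high inhibitor control for full effect; nearly all actives have a fitted effect of over 50% in size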
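CHO cells stably expressing M1 receptor (2000/well) were cultured 16–30 h, then exposed to compounds with a small lithium addition for 30 min at 37C. IP1 was measured by TR-FRET competition; AC50 from Hill fits.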
Active calls of the source: *; i = inactive; u = inconclusive; x = not tested or not shown; & = joins results of further samples; [ ] = remark or other dose. Unless noted, calls come from the whole dose curve; as a rule, active = well fitted curve in the direction sought with a large enough effect; inconclusive = small, poorly fitted or top-dose-only effect, or another doubt; inactive = no such curve, though single readings can be large; an effect the other way counts as inactive or inconclusive. Potency is the fitted concentration of half-maximal effect.

molecule,Epigenetic derep,Luc counter,KDM4E inh,SMN2 splice enh,RECQ1 inh,RGS12 GoLoco inh,NPSR antag,IMPase Li inh
Cc1onc(-c2ccccc2)c1-c1n[nH]c(=S)n1-c1ccc(C(=O)O)cc1,-1.0%,-1%,-6%,x,-3%,-3%,-5%[46.1 µM],24%[38.3 µM]
Cc1cccnc1NC(=O)C1CCCN(S(=O)(=O)c2ccc3c(c2)oc(=O)n3C)C1 (stereo unspecified),0.8%,-4%,5%,-30%,-10%,0%,-14%[46.1 µM],-2%[38.3 µM]
CC(c1nnnn1C(C)(C)C)N(Cc1cccnc1)Cc1ccccc1Cl (stereo unspecified),-1.0%,-2%,-2%,u,14%,6%,-23%[46.1 µM],36%[activator][38.3 µM]
COc1ccccc1C(=O)NCC(=O)Nc1cccnc1,-2.2%,-2%,1%,-8%,-5%,3%,16%,-6%
CCOc1ccc2nc(N3CCC(C(=O)N4CCN(c5ncccn5)CC4)CC3)sc2c1,0.0%,x,0%,x,i,3%,-20%,x
CCC(C)(C(=O)NC1CCCC1)N(C(=O)Cc1cccs1)c1c(C)n(C)n(-c2ccccc2)c1=O (stereo unspecified),0.1%,-1%,-2%,-2%,8%,8%,1%,1%
Cc1cc(Nc2ncc(Cl)cc2Cl)n(-c2ccccc2)n1,0.0%,-1%,3%,-21%,2%,-6%,-11%,-3%
COc1ccc(/C=C(\C#N)c2cc(OC)c(OC)cc2[N+](=O)[O-])cc1,-1.1%,x,-2%,x,6%,9%,-17%,x
COc1ccc(N2CCN(C(=O)C3COc4ccccc4O3)CC2)cc1 (stereo unspecified),-1.0%,-4%,-1%,u,i,-9%,-3%[46.1 µM],22%[38.3 µM]
CC(C)NC(=O)c1ccc2c(c1)nnn2C,0.0%,-3%,8%,12%,3%,-12%,4%[46.1 µM],18%[38.3 µM]
Cc1ccc(S(=O)(=O)c2ccc(Oc3cccc(C)c3)cc2)cc1,-0.1%,0%,-4%,-11%,i,13%,-19%[46.1 µM],29%[38.3 µM]
CCOC(=O)C1=C(O)/C(=C/c2cn(CC(=O)N3CCCC3)c3ccccc23)SC1=Nc1ccccc1,u,1%,-3%,21%,-7%,9%,u,12%
COc1cc(/C=C/C(=O)O)cc(S(=O)(=O)Nc2ccc(F)cc2)c1OC,-1.2%,-1%,5%,8%,0%,9%,13%,-4%
O=C(c1ccc2c3c(cccc13)CC2)C1CCCN(Cc2cccnc2)C1 (stereo unspecified),-4.9%,0%,u,x,-13%,5%,32%,18%
CC(C)c1nc(SCC(=O)Nc2ccc3c(c2)OCCO3)n[nH]1,0.1%,-2%,6%,12%,i,12%,13%,5%
COCc1ccc(CN2CCCC(CO)(Cc3cccc(Cl)c3)C2)o1 (stereo unspecified),0.0%,-3%,1%,x,-7%,-2%,5%,17%
COc1ccc(C(=O)OCC(=O)N2C(C)CCCC2C)cc1[N+](=O)[O-] (stereo unspecified),-0.9%,0%,-1%,10%,i,11%,0%,3%
COc1ccc(CCN(CC(=O)NC(C)(C)C)C(=O)Cn2nnc(-c3ccc(C)o3)n2)cc1OC,6.5%,-2%,7%,16%,-1%,2%,-3%,-3%
O=C1NCCC/C1=N\Nc1ccc(Br)cc1,-0.5%,x,-3%,x,-20%,3%,24%,x
CCN(CC)S(=O)(=O)c1ccc(/C=C/C(=O)OCC(=O)Nc2ccc(S(N)(=O)=O)cc2)cc1,0.9%,1%,-6%,17%,12%,-2%,7%,7%
CCOC(=O)c1cnn(-c2ccccc2)c1NC(=O)c1ccc(C)cc1,0.0%,-3%,9%,-4%,-12%,10%,-10%[46.1 µM],20%[38.3 µM]
CCOC(=O)N/N=C(C)/C=C/c1ccco1,0.0%,-3%,-2%,19%[1.84 µM],-2%,-12%,-7%,18%
CC(Oc1ccc(Cl)cc1Cl)C(=O)Nc1ccncc1 (stereo unspecified),-7.8%,x,1%,x,-7%,x,-10%[46.1 µM],x
CCC(=O)NC(=S)Nc1cccc(C(C)=O)c1,-1.2%,-2%,4%,1%,-1%,3%,-5%[46.1 µM],13%[38.3 µM]
COc1cccc(-c2csc(N3CCN(C(=O)NC45CC6CC(CC(C6)C4)C5)CC3)n2)c1,1.0%,4%,-4%,-83%[inhibitor],i,9%,-39%,11%
Cc1c(N(C(=O)c2cnccn2)C2(C(=O)NC3CCCC3)CCCCC2)c(=O)n(-c2ccccc2)n1C,0.0%,-2%,5%,0%,-23%,-2%,1%,2%
CCCCC(=O)NCCc1c(Cc2ccccc2)[nH]c2ccccc12,0.0%&-0.3%,1%,-24%,-24%,-13%,10%&3%,x,14%&40%
Brc1ccc(-c2csc3[n+]2CCCCC3)cc1,-1.2%,-2%,0%,-62%[inhibitor],1%,-2%,12%,19%
Cc1cnc(C(=O)Nc2cccc3ncccc23)cn1,0.0%,-6%,-1%,2%,-2%,6%,-26%[46.1 µM],-4%[38.3 µM]
O=C1CCC(CCC(=O)N2CCCC(C(=O)c3ccc(Cl)cc3)C2)=NN1 (stereo unspecified),0.0%,-4%,-11%,x,2%,15%,0%,8%
COc1ccc(-c2nc(-c3ccccc3)oc2Nc2ccccc2C)cc1,-1.1%&-1.1%,1%&1%,-5%&2%,8%&-6%,-2%&1%,4%&0%,x,12%&11%
O=C(O)COc1ccccc1/C=N/NC(=O)CSc1nc2ccccc2s1,-1.6%,x,3%,x,-2%,4%,27%,x
COc1cccc(/C=C/C(=O)OCC(=O)Nc2cc(C(F)(F)F)ccc2Cl)c1,-1.1%,3%,u,-2%,-12%,-8%,4%,3%
CCOC(=O)c1ccc(Oc2nc(OC)nc(N(C)C)n2)cc1,-1.0%,2%,8%,-2%,i,11%,1%,7%
CCOc1cccc(/C=N/NC(=O)c2cc(-c3cccn3C)n[nH]2)c1O,1.0%,-3%,32µM*,x,-3%,31%[activator],13%,4%
Cc1ccccc1CS(=O)(=O)CC1(O)CCN(C(=O)c2cccc(C(F)(F)F)c2)CC1,0.9%,6%,4%,-4%,0%,5%,1%[46.1 µM],-9%
Cn1c(CNC(=O)c2ccccc2)nnc1SCC(=O)Nc1nccs1,-1.9%[10.1 µM],-3%,11%,7%,i,11%,10%,4%
CN(CCc1ccccn1)C(=O)CCC1CCCN(C(=O)CCOc2ccccc2)C1 (stereo unspecified),-1.2%,x,10%,x,-7%,4%,7%,0%
C=CCn1c(SCC(=O)c2ccc(O)c(O)c2)nnc1-c1ccccc1OC,1.0%,-5%,10µM*,4%,u,-2%,-19%[46.1 µM],2%[38.3 µM]
NNC(=O)c1cc(-c2ccccc2)sc1N,-1.4%,x,-18%,x,-21%,2%,0%[7.67 µM],x
COc1ccc(OC)c(-c2nc3ccccc3nc2-c2ccccc2)c1,8.0%,x,u,x,i,8%,35%,x
CC(C)CN(CC(C)C)S(=O)(=O)N1CCC(C(=O)NCc2cccnc2)CC1,-0.6%,1%,-2%,0%,4%,-3%,-1%,-1%
CN(c1ccccc1)S(=O)(=O)c1cccc(NC(=O)CSc2nncs2)c1,0.9%,-4%,3%,-15%[1.84 µM],-4%,-4%,25%,17%
COc1cccc(CNc2ccc(S(=O)(=O)Nc3nccs3)cc2)c1O,-3.2%,6%,-2%,-16%,0%,-18%,-22%[46.1 µM],-6%[38.3 µM]
COCCCN(C(=O)Nc1ccc(C)c(C)c1)C(C)c1ccccn1 (stereo unspecified),0.8%,-6%,-3%,1%,-4%,0%,-9%[46.1 µM],9%[38.3 µM]
Cn1cccc1CNC1CCCCC1,0.7%,0%,-2%,-4%,-8%,7%,18%[46.1 µM],22%[38.3 µM]
CCN(CC)CCCNC(=O)c1cc(-c2ccc(Cl)cc2)on1,0.0%,1%,2%,-10%,14%,-1%,14%[46.1 µM],-2%[38.3 µM]
CC(=O)Nc1ccc(-c2cn3cccnc3n2)cc1,0.8%,-4%,u,u,i,-2%,-4%[46.1 µM],-14%[38.3 µM]
CCOC(=O)N1CCN(S(=O)(=O)c2cccc3nonc23)CC1,0.0%,-1%,1%,-5%,-3%,-1%,-11%[46.1 µM],9%[38.3 µM]
O=C(CSc1nc2ncc(Br)cc2[nH]1)c1ccc([N+](=O)[O-])cc1,1.1%,0%,-3%,5%,-4%,6%,-19%,1%
NC(=O)Cn1nc(C(F)(F)F)c2c1CCCC2,-0.1%,-6%,3%,x,-17%,3%,-10%,18%
O=C(N/N=C/c1ccc(N2CCOCC2)cc1)c1ccccc1NS(=O)(=O)c1cccs1,-0.2%,0%,u,27%,0%,11%,-29%,1%
O=C(N/N=C/c1ccc(Br)s1)c1ccc([N+](=O)[O-])cc1,2.3%,-5%,u,-29%,-10%,59%[activator],-2%,5%
COC(=O)c1sccc1OC(C)C(C)=O (stereo unspecified),-1.8%,-1%,4%,-2%,7%,3%,2%[46.1 µM],-22%[38.3 µM]
CN(C(=O)c1coc(=O)c2ccccc12)c1ccc(Br)cc1,-0.4%,-3%,2%,14%,11%,-6%,-5%,11%
CC(=O)c1c(N)c(C#N)c(C)n1-c1ccc(Br)cc1,0.9%,0%,7%,-11%,-13%,-8%,-9%[46.1 µM],4%[38.3 µM]

Only part of the results is shown; rates above refer to the full screens.
